Bioassay records deposited in PubChem by several laboratories.
TRPML3 ag: human mucolipin-3 channel agonism | activation, % at 3 µM | Q8TDD5 | HEK293 TRPML3-YFP, Fluo-8 calcium fluorescence; 100% = the carbachol control signal | actives 0.29% (n = 220,000);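 active = activation above its plate's cutoff, the mean activation of the plate's test wells plus 3 SD, cut at about 12% in these data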;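 note: 0% = DMSO only wells and 100% = carbachol wells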
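system = HEK293 cells stably carrying human TRPML3-YFP | doses = one concentration, 3 µM nominal, 0.3% DMSO | timing = dye loading 1 h 37 °C then 30 min ambient, 125 s read | detection = Fluo-8 calcium dye fluorescence, ex 470-495, em 515-575 nm | benchmarks = high control carbachol 87 µM, low control DMSO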
TRPN1 ag: zebrafish TRPN1 (NompC) channel agonism; HEK293 zebrafish TRPN1-YFP, Fluo-8 calcium fluorescence; 100% = response to 87 µM carbachol; activation, % at 3 µM; actives 0.18% (n = 220,000); AID 1424;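 active = activation above its plate's cutoff, the mean activation of test wells on that plate plus 3 SD, cut at about 19% in these data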;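 note: 0% = DMSO alone and 100% = 87 µM carbachol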
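Assay system: Zebrafish TRPN1-YFP in HEK293 cells | Incubation: Dye loading 1 h at 37 °C, then 30 min room temperature | Measured by: Kinetic Fluo-8 fluorescence, ex 470-495, em 515-575 nm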
S1P4 antagonist: human S1P4 receptor antagonism. actives 0.26% (n = 220,000). inhibition, % at 4.98 µM. S1P4-expressing cells, antagonist mode, reporter read-out. O95977; in the data active = inhibition above about 29%;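 note: 0% = wells stimulated with agonist and 100% = vehicle wells without agonist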
NPY-Y1 antag: antagonists of human neuropeptide Y receptor Y1; HEK293-CNG Y1 cells, membrane potential fluorescence; NPY at EC95, then isoproterenol; inhibition, % at 3.6 µM; actives 1% (n = 200,000);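 active = inhibition above the campaign mean inhibition of all tested compounds plus 3 SD, cut at about 20% in these data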;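 note: 0% = DMSO wells given NPY plus isoproterenol and 100% = isoproterenol alone without NPY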
Target sequence (P25929 whole entry, looked up): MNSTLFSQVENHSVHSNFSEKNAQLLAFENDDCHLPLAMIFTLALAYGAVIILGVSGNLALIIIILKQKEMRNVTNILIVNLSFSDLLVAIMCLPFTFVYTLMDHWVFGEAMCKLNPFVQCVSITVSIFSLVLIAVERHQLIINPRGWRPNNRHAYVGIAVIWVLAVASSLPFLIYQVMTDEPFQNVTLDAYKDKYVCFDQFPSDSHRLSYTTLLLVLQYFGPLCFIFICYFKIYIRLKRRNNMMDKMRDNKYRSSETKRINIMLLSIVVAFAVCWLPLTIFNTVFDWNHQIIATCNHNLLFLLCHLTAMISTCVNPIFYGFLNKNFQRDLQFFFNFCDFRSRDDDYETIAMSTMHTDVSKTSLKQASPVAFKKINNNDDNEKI
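Material: HEK293 cells co-expressing NPY Y1 receptor and cyclic-nucleotide gated channel. Timing: compound incubation 1 h at room temperature, readout 45 min post-stimulation. Signal: fluorescence, membrane potential probe.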
NPY-Y2 PAM-ag: potentiates or activates human NPY-Y2 receptor; P49146; cells expressing NPY-Y2, potentiator/agonist read-out; activation, % at 3.6 µM; actives 0.45% (n = 220,000); AID 1359; in the data active = activation above about 27%;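 note: cells stimulated with NPY near EC25 plus isoproterenol at EC100; 0% = vehicle plus submaximal agonist and 100% = vehicle plus saturating agonist; some results beyond the cut were filed as inactive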
Target sequence (P49146 whole entry, looked up): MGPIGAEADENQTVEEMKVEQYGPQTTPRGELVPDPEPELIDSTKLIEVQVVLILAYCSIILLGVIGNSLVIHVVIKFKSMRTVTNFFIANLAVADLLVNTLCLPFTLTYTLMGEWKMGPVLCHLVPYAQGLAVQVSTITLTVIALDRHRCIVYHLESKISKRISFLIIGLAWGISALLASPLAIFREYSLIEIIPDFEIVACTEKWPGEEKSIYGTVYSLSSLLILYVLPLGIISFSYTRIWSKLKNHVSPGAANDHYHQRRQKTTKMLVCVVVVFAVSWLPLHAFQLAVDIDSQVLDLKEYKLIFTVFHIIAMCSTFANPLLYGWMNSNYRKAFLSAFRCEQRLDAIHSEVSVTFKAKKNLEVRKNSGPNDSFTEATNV
S1P4 ag: agonists of human S1P4 receptor; O95977; S1P4-expressing cell line, agonist reporter assay; activation, % at 4.98 µM; actives 0.35% (n = 220,000); in the data active = activation above about 11%;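 note: 0% = DMSO vehicle and 100% = reference agonist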
NPY1 pot ag: potentiators or agonists of human neuropeptide Y receptor Y1. NPY-Y1 expressing cells, potentiator/agonist activation. activation, % at 3.6 µM. actives 0.37% (n = 220,000). P25929; in the data active = activation above about 33%, passing the limit was not always enough;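 note: cells stimulated with NPY at EC10 then isoproterenol at EC100; 0% = low agonist plus stimulus and 100% = saturating agonist plus stimulus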
CHOP inhibitor: CHOP inhibition in unfolded protein response; CHO-K1 CHOP-promoter luciferase, tunicamycin-induced, 15-18 h; inhibition, % at 10 µM; actives 3.8% (n = 220,000); AID 2732;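 active = compounds that reduced the stress-induced luciferase reporter signal by more than about 70% of percent inhibition, limit read from the data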;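 note: 0% = tunicamycin plus vehicle and 100% = wells without tunicamycin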
EP2 mod: modulators of human EP2 prostaglandin E2 receptor; EP2-expressing cells, cAMP HTRF FRET, PGE2 co-stimulation; induction, % at 25 µM; P43116; actives 0.83% (n = 260,000);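 active = compounds whose cAMP rise, as percent of the full-agonist control response, exceeds 60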;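 note: rat C6 glioma line stably carrying human EP2 under a CMV promoter; the protocol text gives 20 µM as final concentration; 100% = response of wells given 1 µM PGE2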
Numbers without * were called inactive; · = not tested or not shown; & = joins results of further samples.

The line under a structure holds: CHOP inhibitor	S1P4 antagonist	NPY1 pot ag	S1P4 ag	NPY-Y1 antag	TRPML3 ag	EP2 mod	TRPN1 ag	NPY-Y2 PAM-ag
CCN1C(=O)C(CC(=O)Nc2ccc(OC)cc2)N(Cc2cccs2)C1=S (configuration not stated)
 : 9	8	11	-0.1	-8	0.1	-10	2.0	6
Cc1cc(C)n(-c2nc3nonc3nc2Nc2cccc(C)c2C)n1
 : 20	7	5	-1.2	5	-0.3	-4	0.5	8
COc1cc(OC)cc(C(=O)N2CCC(N3CCN(c4ccccc4OC)CC3)CC2)c1
 : -19	-10	-9	2.0	3	0.5	20	-0.7	6
CN(C)S(=O)(=O)c1cc(C(=O)OCCn2cnc3c2c(=O)n(C)c(=O)n3C)ccc1Cl
 : 17	2	4	1.4	-1	2.4	-14	3.2	10
Cc1cc(C)n2cc(CSCc3ccco3)nc2n1
 : 13	2	10	-0.6	-1	-0.6	7	0.4	14
COc1ccc(N2CC(C(=O)Nc3ncccc3C)CC2=O)cc1 (configuration not stated)
 : -2	-7	13	-1.8	2	0.6	21	1.1	-1
COc1cnn(C(C)(C)C)c(=O)c1Cl
 : 21	1	8	-2.6	-4	0.4	15	2.7	-6
CC(C)OC(=O)c1cc(-c2ccc(C=O)o2)ccc1Cl
 : 1	-10	-18	1.9	-6	-0.1	60	-0.3	-9
CCN1c2ccccc2NC2C1C(C(C)=O)C(=O)N2c1ccc(Cl)cc1 (configuration not stated)
 : -12	-7	36	1.2	2	2.1	-9	4.4	9
Cc1sc2nc(CSCC(=O)Nc3ccc(N4CCOCC4)cc3)[nH]c(=O)c2c1C
 : 4	-3	-12	-0.3	·	0.2	-43	0.6	-7
OC1(c2ccccc2)CN(c2ccccc2)C2=[N+]1CCS2 (configuration not stated)
 : -6	3	-9	-1.2	11	0.0	19	-1.7	-5
CCN(Cc1nc(-c2cccc(Cl)c2)no1)CC1CCCO1 (configuration not stated)
 : 35	3	28	0.0	-4	0.7	-5	0.6	1
CNc1sc(C(=O)c2ccc(F)cc2)c(N)c1-c1nc2ccccc2s1
 : 84*	14	1	0.8	-5	-0.3	7	1.2	-9
O=C(Oc1ccc2cc(Br)ccc2c1)c1cccnc1
 : 27	-4	3	2.8	-2	0.9	-11	2.0	0
CCOc1cc(/C=N/N=C2/NC(=O)C(CC(=O)O)S2)ccc1OCc1ccccc1Cl (configuration not stated)
 : -1	-8	-2	-0.5	4	0.4	3	-0.3	-9

Continuation:
The line under a structure holds: CHOP inhibitor	S1P4 antagonist	NPY1 pot ag	S1P4 ag	NPY-Y1 antag	TRPML3 ag	EP2 mod	TRPN1 ag	NPY-Y2 PAM-ag
CCN1C/C(=C/c2cccc([N+](=O)[O-])c2)C(=O)/C(=C/c2cccc([N+](=O)[O-])c2)C1
 : 111*	-15	-12	1.4	3	-0.2	-56	-0.9	8
CC1=[N+](CC(=O)NC(C)(C)C)CCc2ccccc21
 : 18	-12	-7	0.6	-1	0.4	27	-0.7	-11
COC(=O)Cn1c(=NC(=O)CSCC(=O)Nc2cc(C)on2)sc2cc(C(=O)OC)ccc21
 : 7	2	6	-0.2	-2	0.8	-14	0.9	-31
COc1cccc(C(=O)NC(C)c2ccc(Br)cc2)c1 (configuration not stated)
 : 17	-26	0	-0.4	7	-0.8	-32	-2.1	-2
O=C(Nc1ccccc1)c1ccccc1OCc1cccc([N+](=O)[O-])c1
 : 25	-5	-3	1.4	0	0.5	54	-1.4	-3
O=C(C1CCN(S(=O)(=O)c2cccc([N+](=O)[O-])c2)CC1)N1CCOCC1
 : 9	-1	-8	0.8	-4	1.1	1	0.2	-11
Cc1cc(C)cc(OCC(=O)NC2CCCc3ccccc32)c1 (configuration not stated)
 : 47	-12	-22	0.6	1	-1.4	7	-2.9	-13
COc1ccc(OC)c(NC(=O)C2CC(=O)N(c3ccc(Br)cc3)C2)c1 (configuration not stated)
 : 42	-9	-32	-2.3	4	0.9	2	0.5	-14
O=C(CSC1=NCCN1)C1COc2ccccc2O1 (configuration not stated)
 : 8	-2	3	0.0	3	0.6	8	-1.2	5
O=C(CSc1ccccn1)Nc1ccc2c(c1)C(=O)c1ccccc1C2=O
 : -11	11	7	-1.8	0	0.3	-6	1.0	7
COCCN(CCOC)S(=O)(=O)c1ccc(C(=O)Nc2nnc(C)o2)cc1
 : 16	-11	-11	-1.4	6	0.8	-12	0.8	-11
O=C(CCC(=O)c1cccs1)OCC(=O)N1CCN(S(=O)(=O)c2ccccc2)CC1
 : 16	12	0	0.6	-3	0.6	17	2.7	-13
CCc1ccc(C2c3[nH]c4ccccc4c3CCN2C(=O)c2cc[n+]([O-])cc2)cc1 (configuration not stated)
 : -15	17	0	2.9	·	1.8	-36	6.6	0
COc1ccc(CNCCNC(=O)c2cccs2)c(OC)c1OC
 : -9	-16	1	-0.8	5	0.5	-26&-9	-0.9	-4
Cc1ccc(S(=O)(=O)N2CCN(C)CC2)cc1-c1nnc2c3ccccc3c(C)nn12
 : -28	3	-40	0.8	37*	1.1	17	-0.5	-4

2 entries from above, reformatted:
> O=C(Nc1ccccc1)c1ccccc1OCc1cccc([N+](=O)[O-])c1
  CHOP inhibitor: 25
  S1P4 antagonist: -5
  NPY1 pot ag: -3
  S1P4 ag: 1.4
  NPY-Y1 antag: 0
  TRPML3 ag: 0.5
  EP2 mod: 54
  TRPN1 ag: -1.4
  NPY-Y2 PAM-ag: -3

> O=C(C1CCN(S(=O)(=O)c2cccc([N+](=O)[O-])c2)CC1)N1CCOCC1
  CHOP inhibitor: 9
  S1P4 antagonist: -1
  NPY1 pot ag: -8
  S1P4 ag: 0.8
  NPY-Y1 antag: -4
  TRPML3 ag: 1.1
  EP2 mod: 1
  TRPN1 ag: 0.2
  NPY-Y2 PAM-ag: -11

Other results.
The line under a structure holds: CHOP inhibitor	S1P4 antagonist	NPY1 pot ag	S1P4 ag	NPY-Y1 antag	TRPML3 ag	EP2 mod	TRPN1 ag	NPY-Y2 PAM-ag
CCCn1c(N2CCN(CC(=O)c3c[nH]c4ccccc34)CC2)nc2c1c(=O)[nH]c(=O)n2C
 : 1	-5	-12	-2.6	-3	0.4	4	0.9	-1
CC(C)CNC(C(=O)Nc1ccc([N+](=O)[O-])cc1Br)c1ccccc1 (configuration not stated)
 : 28	-20	-20	1.1	4	-0.1	38	-1.1	-9
CCOC(=O)C1=C(C(F)(F)F)Nc2ncnn2C1c1cccc(OC)c1OC (configuration not stated)
 : 3	-10	8	2.1	10	0.5	1	0.4	12
COc1cc(S(=O)(=O)Nc2c(C)cc(C)cc2C)ccc1Cl
 : 18	-12	5	-1.2	-3	0.0	58	-1.3	12
COc1ccc(C(=O)N/N=C(\CCC(=O)O)c2ccc(C(C)(C)C)cc2)cc1OC
 : 0	-11	-10	1.8	0	0.4	3	1.3	-23
O=C(NCc1ccco1)c1ccc(-c2ccc(Cl)cc2)o1
 : 19	-15	-28	0.3	10	-1.7	-49&-24	-1.8	-16
CNC(=S)c1cc(C(C)(C)C)c(O)c(C(C)(C)C)c1
 : -4	-3	2	1.2	·	-1.1	11	-1.1	6
COCc1nnc(NC(=O)c2cc(C(=O)OC)cc([N+](=O)[O-])c2)s1
 : 18	-13	8	0.4	5	1.0	12	1.0	3
Cc1cccc(NC(=O)CSc2cc(C(=O)c3nccn3C)c3ccccc3n2)c1
 : 31	-16	9	-0.3	0	0.1	-18	1.0	-7
COc1ccccc1/C=C/C(=O)OCC(=O)NCc1ccco1
 : 13	-24	-4	-0.1	8	-0.1	0	-0.5	-7
O=C1C=CC(=O)N1c1cccc(-c2ccccc2)c1
 : 20	17	2	-0.7	·	0.0	-61	1.8	0
CNC(=O)c1nc(C)n(-c2cc(Cl)cc(Cl)c2)n1
 : 2	-20	-15	-2.5	5	-0.1	7	0.1	10
Cc1ccccc1-n1c(Cn2c(=O)sc3ccccc32)nnc1SCC(=O)NCC1CCCO1 (configuration not stated)
 : 15	-19	-11	0.9	4	-0.4	3	0.0	-7
CC(C)CN1CC(C(=O)O)CC1=O (configuration not stated)
 : -2	3	11	-1.4	0	1.1	28	1.9	2
CCOC(=O)/C(C#N)=C/c1ccc(OCC(=O)Nc2ccccc2)c(OC)c1
 : 77*	-19	-17	-0.1	3	0.4	-21	0.9	-8

New compounds follow:
The line under a structure holds: CHOP inhibitor	S1P4 antagonist	NPY1 pot ag	S1P4 ag	NPY-Y1 antag	TRPML3 ag	EP2 mod	TRPN1 ag	NPY-Y2 PAM-ag
CCC(C)(C(=O)NC1CCCC1)N(Cc1ccco1)C(=O)c1ccccn1 (configuration not stated)
 : -8	-6	-14	1.6	18	-0.8	33	-1.9	-13
Oc1ccc(Nc2nc(NCC3CCCO3)c3ccccc3n2)cc1 (configuration not stated)
 : 26	-11	3	-0.8	-15	-0.5	-34	-0.9	20
Cc1nc2ccccn2c1C(=O)NNS(=O)(=O)c1ccc(Cl)cc1
 : 10	-1	16	0.5	·	1.7	-12	2.2	5
Cc1ccc(O)c(NC(=O)c2noc3c2CCc2ccccc2-3)c1
 : 107*	8	6	-1.0	4	1.2	-12	0.4	14
COCCCNC(=O)c1cccs1
 : 11	-9	5	-0.9	0	0.5	11	-1.0	1
CC1CCCN(S(=O)(=O)c2ccc(N(C(=O)c3cnccn3)C(C(=O)NC3CCCCC3)c3cccs3)cc2)C1 (configuration not stated)
 : -22	-2	-29	0.7	1	0.5	9	0.3	3
O=C(O)Cn1cc(C(=O)c2ccco2)c2ccccc21
 : -14	0	6	1.0	-2	0.6	6&1	0.0	-5
CC(=O)Nc1ccc(/C=C2/Sc3ccccc3C2=O)cc1
 : 44	-1	18	1.1	-6	2.0	11	0.8	8
COc1ccc(-c2nc(CSCC(=O)NCCC3=CCCCC3)c(C)o2)cc1OC
 : 31	-1	-22	-0.3	7	0.5	-33	-0.4	-22
Cc1cc(C)c2c(=O)[nH]n(C3CC(C)N(C)CC3C)c2n1 (configuration not stated)
 : -18	0	-6	-2.3	4	0.8	-9	0.3	0
COc1cccc(C(=O)Oc2cc(C)[nH]c(=O)c2[N+](=O)[O-])c1OC
 : 1	-14	-12	1.6	-2	0.8	32	0.7	13
CCC(=O)Nc1cc(-c2nn(C)c(=O)c3ccccc23)ccc1OC
 : -9	7	-26	0.2	6	-0.2	7	0.4	-8
